# Screens (PubChem)
# NLRP3 yeast inh = blocks the NALP3 inflammasome reconstituted in yeast; Yeast reconstituted NLRP3/ASC/caspase-1, beta-gal luminescence, 24 h; inhibition, % at 10 µM; actives 0.39% (n = 330,000); AID 2825;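 active = inhibition of 50% or more; inactive = inhibition below 50%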;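 also: plate controls were induced DMSO wells for no effect and uninduced yeast grown without galactose for full effect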
# UPR XBP1 act = activators of adaptive arm of unfolded protein response (XBP1). activation, % at 20 µM. CHO-XBP1 luciferase reporter, IRE1-XBP1 UPR activation, luminescence; percent of tunicamycin response, DMSO as zero. actives 0.33% (n = 330,000);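 active = versus positive control, 20 µM dose yields 30% or more activation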;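 also: 100% = tunicamycin at 10 µg/mL and 0% = DMSO only wells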
#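 Material: CHO cell line with stable XBP1 luciferase reporter; buffer or medium: F12 medium containing 10% fetal bovine serum; compound: single point, 20 µM final compound, 1% DMSO; incubation: 6 h treatment, 37 °C; measured by: glow luminescence from Steady-Glo reagent; evaluation: activation, % of tunicamycin; control set: tunicamycin high, DMSO low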
# UPR CHOP act = activators of apoptotic arm of unfolded protein response (CHOP); CHO-CHOP luciferase reporter, UPR activation, luminescence; percent of tunicamycin response over DMSO baseline; activation, % at 10 µM; actives 0.34% (n = 330,000); AID 449763;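 active = at 10 µM dose, activation of 40% or more, normalized to positive control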;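 also: 100% = tunicamycin at 10 µg/mL and 0% = DMSO alone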
#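 assay system = CHO CHOP reporter cells | amount = 500 CHO-CHOP cells per well | buffer or medium = F12 with 10% FBS | incubation = 16-18 h cell attachment, then 6 h compound exposure, 37 °C | detection = luminescence read with Steady-Glo | read-out = percent activation relative to tunicamycin control | controls = tunicamycin high control, DMSO low control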
# tim10-1 inh = growth inhibitors of tim10-1 mutant yeast. S. cerevisiae tim10-1 ts strain growth, BacTiter-Glo, 24 h. inhibition, % at 20 µM. actives 2.2% (n = 330,000). AID 463190;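 active = inhibition of at least 40%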;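 also: mutant grown at 25 °C; 0% = DMSO wells with yeast and 100% = wells holding no yeast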
# TIM10 inh = inhibits growth of TIM10 yeast strain. inhibition, % at 10 µM. AID 463195. S. cerevisiae TIM10 strain growth, BacTiter-Glo luminescence, 24 h. actives 1.4% (n = 330,000);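 active = inhibition of 40% or more at the single tested concentration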;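 also: wild-type TIM10 isogenic control strain grown at permissive 25 °C; 0% = DMSO yeast wells and 100% = minimal medium wells without yeast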
# APJ agonist = activates the human apelin receptor APJ; P35414; CHO-K1 APJ PathHunter beta-arrestin, luminescence; 0% DMSO wells, 100% apelin; activation, % at 20 µM; actives 0.11% (n = 330,000); AID 2520;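 active = activation more than six SD over the plate average, tested at 20 µM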;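 also: 0% = DMSO alone and 100% = apelin-13 at 10 nM; some results filed as inactive read as strong as hits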
#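 Material: CHO-K1 APJ beta-arrestin complementation cell line; Input: cell density 1000 per well; Incubation: compound stimulation 90 min at 25 °C, detection 60 min; Signal: luminescence from split beta-galactosidase complementation, Galacton Star/Emerald II substrate; Controls: DMSO-only wells as negative, 10 nM Apelin-13 as positive control.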
# NR3A LBD binder = NR3A (human) ligand-binding domain modulation; NR3A LBD differential scanning fluorimetry, Tm shift; 0% = protein alone, 100% = glycine-bound protein; Tm shift relative to glycine control, % at 25 µM; actives 2.5% (n = 340,000);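 active = melting temperature shift of at least 10% of the positive control shift, at one fixed dose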
# Mdm2 MdmX PPI = disrupts the human Mdm2-MdmX interaction; O15151+Q00987; inhibition, % at 8 µM; SaOS-2 split-luciferase Mdm2/MdmX complementation, luminescence; actives 3% (n = 330,000);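 active = inhibition of at least 50% at 8 µM in the primary screen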
# Target sequence (O15151 whole entry, looked up): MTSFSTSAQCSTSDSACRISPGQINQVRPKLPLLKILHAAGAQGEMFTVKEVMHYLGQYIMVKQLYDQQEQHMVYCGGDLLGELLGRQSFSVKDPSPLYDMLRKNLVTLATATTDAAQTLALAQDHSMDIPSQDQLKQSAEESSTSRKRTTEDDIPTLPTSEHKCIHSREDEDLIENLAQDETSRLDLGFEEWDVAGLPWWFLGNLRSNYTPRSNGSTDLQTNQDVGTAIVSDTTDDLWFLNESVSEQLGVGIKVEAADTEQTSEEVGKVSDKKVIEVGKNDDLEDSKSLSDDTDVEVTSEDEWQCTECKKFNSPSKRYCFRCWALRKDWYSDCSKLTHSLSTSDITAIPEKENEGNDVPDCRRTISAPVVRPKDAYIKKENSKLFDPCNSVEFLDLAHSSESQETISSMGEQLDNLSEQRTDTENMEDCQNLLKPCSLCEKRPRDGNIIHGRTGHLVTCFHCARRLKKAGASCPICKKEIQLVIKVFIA
# Target sequence (Q00987 whole entry, looked up): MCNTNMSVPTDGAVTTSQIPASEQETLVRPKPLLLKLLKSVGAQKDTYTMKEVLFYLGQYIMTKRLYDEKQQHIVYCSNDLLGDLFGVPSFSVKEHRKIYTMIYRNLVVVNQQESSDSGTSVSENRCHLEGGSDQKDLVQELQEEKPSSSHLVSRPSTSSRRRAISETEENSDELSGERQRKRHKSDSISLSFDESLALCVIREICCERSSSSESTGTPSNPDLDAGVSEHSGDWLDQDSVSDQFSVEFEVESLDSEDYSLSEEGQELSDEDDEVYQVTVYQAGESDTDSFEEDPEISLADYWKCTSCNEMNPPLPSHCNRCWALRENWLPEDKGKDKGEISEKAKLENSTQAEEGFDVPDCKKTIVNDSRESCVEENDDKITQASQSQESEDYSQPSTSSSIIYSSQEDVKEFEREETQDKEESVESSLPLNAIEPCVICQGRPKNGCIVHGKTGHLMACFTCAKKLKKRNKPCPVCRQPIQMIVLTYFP
# tim23-1 inh = tim23-1 yeast growth inhibition | inhibition, % at 20 µM | S. cerevisiae tim23-1 growth, BacTiter-Glo luminescence, 24 h | actives 1.3% (n = 330,000) | AID 463212;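 active = growth inhibition of the mutant yeast at or above 50%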;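 also: temperature-sensitive mutant grown at 25 °C; plate controls were DMSO-treated mutant yeast for no effect and medium wells lacking yeast for full effect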
# * hit, by the source's call; . = not tested or not shown. An unsorted share of the library; 8.2% or so of the library scored in one or more.
SMILES,NLRP3 yeast inh,UPR XBP1 act,UPR CHOP act,tim10-1 inh,TIM10 inh,APJ agonist,NR3A LBD binder,Mdm2 MdmX PPI,tim23-1 inh
CCN(CC1CCCO1)C(=O)CCc1nnc(CCc2ccc(OC)cc2)o1 (stereo not given),9,-1,3.0,9,10,7,0,-17,15
CC(C)c1ccc(OCC(=O)NC(C)c2ccccc2)cc1 (stereo not given),18,-1,3.2,6,10,0,0,13,30
N#Cc1ccc(C(=O)Nc2nc(SCc3ccc(Cl)cc3)n[nH]2)cc1,-8,5,-1.0,6,7,-3,-6,47,-1
CCN1CCN(c2ccc(S(=O)(=O)N3CCCCC3)cc2NC(=O)/C=C/c2ccc([N+](=O)[O-])cc2)CC1,11,4,5.2,-5,-5,23,-4,99*,5
O=C(Cc1ccccc1F)OCC(=O)N1CCc2ccccc21,20,-1,2.8,32,-8,-5,-1,9,29
COCc1c(C(=O)N2CCN(c3ncccn3)CC2)oc2ccccc12,12,2,-3.2,23,15,-4,3,2,23
Cn1cccc1Cc1nnc(SCC(=O)Nc2ccc(F)cc2F)n1-c1ccc(F)cc1,-12,-1,0.9,25,-5,-3,0,-18,31
COc1ccc2nc3oc(C(=O)NC4CCN(Cc5ccccc5)CC4)cc3cc2c1,42,12,1.5,52*,74*,0,-1,98*,34
O=S(=O)(c1ccc2nc(N3CCN(c4ccc(F)cc4)CC3)ccc2c1)N1CCCCC1,2,7,4.9,0,2,-7,3,41,0
CCCCCCOc1ccc(OC(=O)c2cccnc2)cc1,18,6,0.7,7,11,-2,0,19,14
c1ccc(SSc2ccccn2)nc1,15,-2,-1.2,14,14,3,5,27,20
CCc1cc2c(=O)c(-c3nc4ccccc4n3C)c(C(C)C)oc2c(CN2CCN(C)CC2)c1O,7,2,1.7,-18,10,-5,-1,12,-5
O=[N+]([O-])c1ccc(CNc2cccc(Cl)c2)s1,22,0,0.0,23,23,4,-4,12,57*
CCOc1ccccc1Nc1cc(C)nc2ccc(C)cc12,17,2,0.6,14,-12,-1,-1,19,11
Cc1ccc2c(CN3CCCc4ccccc43)cc(=O)oc2c1C,11,2,-0.1,29,27,1,2,2,2
O=C(O)CCN1C(=O)C2C3C=CC(C2C1=O)C1C(=O)N(CCC(=O)O)C(=O)C31 (stereo not given),-8,-5,-0.6,-9,5,-1,0,-2,-1
CC(C)[C@H](NC(=O)OCc1ccccc1)C(=O)OCC(=O)N1CCN(c2ccccc2)CC1,29,0,3.7,16,22,6,-1,21,33
O=C(Nc1nnc(SCc2ccc(F)cc2)s1)c1cnccn1,12,1,0.6,-11,18,-4,-3,10,22
COc1cc(/C=N/NC(=O)c2cc[n+]([O-])cc2)ccc1O,-24,-2,-1.2,15,-4,3,-3,-14,5
Cc1ccc(-n2c(C)cc(/C=N/NC(=O)c3ccncc3)c2C)cc1C,14,4,1.1,-6,17,-2,-2,16,20
CS(=O)(=O)N1CCCC(C(=O)NCCCN2CCN(Cc3ccccc3)CC2)C1 (stereo not given),15,2,-2.1,-10,-16,-5,-5,9,-13
Cc1[nH]c2ccccc2c1/C=C/c1nc2ccccc2c(=O)n1-c1cccc([N+](=O)[O-])c1,10,10,8.2,11,5,2,9,70*,5
CCCn1ccc2c(OCC(=O)Nc3ccc(NC(C)=O)cc3)cccc2c1=O,18,0,0.7,2,5,6,1,43,13
COc1cc(/C=c2\s/c(=C(/C#N)C(=O)N3CCCC3)n(-c3ccccc3)c2=O)ccc1O,24,7,7.0,6,7,5,-4,49,17
CC(NC(=O)c1ccc(Cl)s1)C1CCCO1 (stereo not given),0,-1,1.0,13,-19,-4,0,4,16

# Quoted from the listing:
# Value for O=S(=O)(c1ccc2nc(N3CCN(c4ccc(F)cc4)CC3)ccc2c1)N1CCCCC1 under UPR XBP1 act: 7
# Value for O=C(Nc1nnc(SCc2ccc(F)cc2)s1)c1cnccn1 under APJ agonist: -4
# Value for CCOc1ccccc1Nc1cc(C)nc2ccc(C)cc12 under UPR XBP1 act: 2

# Part of the list above with just APJ agonist.
molecule	APJ agonist
O=C(O)CCN1C(=O)C2C3C=CC(C2C1=O)C1C(=O)N(CCC(=O)O)C(=O)C31 (stereo not given)	-1
COc1cc(/C=N/NC(=O)c2cc[n+]([O-])cc2)ccc1O	3
Cc1ccc2c(CN3CCCc4ccccc43)cc(=O)oc2c1C	1
O=C(Nc1nnc(SCc2ccc(F)cc2)s1)c1cnccn1	-4
O=S(=O)(c1ccc2nc(N3CCN(c4ccc(F)cc4)CC3)ccc2c1)N1CCCCC1	-7
CC(NC(=O)c1ccc(Cl)s1)C1CCCO1 (stereo not given)	-4

# The main list resumes; the 3 compounds before the break are reprinted first.
SMILES,NLRP3 yeast inh,UPR XBP1 act,UPR CHOP act,tim10-1 inh,TIM10 inh,APJ agonist,NR3A LBD binder,Mdm2 MdmX PPI,tim23-1 inh
CCCn1ccc2c(OCC(=O)Nc3ccc(NC(C)=O)cc3)cccc2c1=O,18,0,0.7,2,5,6,1,43,13
COc1cc(/C=c2\s/c(=C(/C#N)C(=O)N3CCCC3)n(-c3ccccc3)c2=O)ccc1O,24,7,7.0,6,7,5,-4,49,17
CC(NC(=O)c1ccc(Cl)s1)C1CCCO1 (stereo not given),0,-1,1.0,13,-19,-4,0,4,16
O=S(=O)(c1cc(C(F)(F)F)ccc1Cl)N1CCN(c2ncnc3ccccc23)CC1,12,-4,4.7,29,22,5,-2,36,37
Cc1cccc(OCc2nc3c4c(ncn3n2)-c2ccccc2CC42CCCC2)c1,-2,1,1.5,-11,3,-2,2,-2,8
CSc1cc(-c2ccc(Cl)cc2)c(C(=O)NC(C)C)s1,35,0,-1.6,1,-9,2,3,4,4
CCN(CC)S(=O)(=O)c1cc(NC(=O)Cn2cnc3ccccc3c2=O)ccc1C,13,-2,-1.4,4,-8,-1,1,-12,6
O=C(O)C1CCCCC1C(=O)Nc1nccs1 (stereo not given),7,-2,-1.5,-6,-9,1,-1,8,4
O=[N+]([O-])c1cc(S(=O)(=O)N2CCCC2)ccc1N/N=C1/CCCc2ccccc21,14,0,7.6,10,4,0,-3,20,6
COc1ccccc1Oc1nc(-c2cccnc2)nc2ccccc12,8,1,1.6,-1,21,1,1,-15,42
COc1cccc(NC(=O)CSc2nc3ccccc3c(=O)n2Cc2cccs2)c1,12,-3,-0.3,22,17,1,-1,23,29
CCOC(=O)C(=CNc1cc(Cl)c(-c2ccco2)c(Cl)c1)C(=O)OCC,10,3,3.4,-16,-3,1,2,-2,-16
CS(=O)(=O)N(Cc1ccccc1)c1ccc(C(=O)Nc2ccc3c(c2)OCO3)cc1,-5,-2,0.9,4,12,2,-13,31,2
COc1ccc(-c2n[nH]c3c2CN(C(=O)c2ccccc2)CC3)cc1,11,-7,-0.6,26,-42,1,-1,12,7
CCN1CCN(Cc2c(C(=O)N/N=C(\C)c3ccc(Cl)c(Cl)c3)nnn2-c2nonc2N)CC1,17,0,1.0,-3,1,1,.,2,5
CCN1C(=O)N[C@@H](c2cccc(C(F)(F)F)c2)C(C(=O)OC)=C1C,19,0,-0.5,-5,2,3,2,9,-2
Cc1c(C)c2ccc(OCC(=O)N3CCN(c4ccc(F)cc4)CC3)c(C)c2oc1=O,24,-2,0.5,21,8,3,-14,11,8
CCn1c2ccccc2c2cc(NC(C)=O)ccc21,30,0,-3.5,13,-7,-3,2,23,20
O=C(c1ccc(OCC2CCCO2)cc1)N1CCN(c2ccccc2)CC1 (stereo not given),5,0,0.4,27,19,-4,2,-14,20
O=C(NNC(=O)c1ccc(-c2ccccc2)cc1)Nc1ccccc1F,4,-6,1.4,-12,3,-4,1,5,-14
N#Cc1c(C(F)(F)F)cc(-c2ccc(Cl)cc2)[nH]c1=O,5,0,-0.6,12,21,-1,-8,-8,13
COc1ccc(CCNC(=O)c2cnc3ccccn3c2=O)cc1,21,3,1.9,4,-8,-2,-2,-13,19
Cc1cccc(C(=O)NCC(=O)NCCSc2ccc(Br)cc2)c1,12,-4,0.1,6,-9,0,-2,7,7
Cc1cc(=O)n2[nH]c(-c3ccccc3)cc2n1,16,-1,3.2,5,-13,0,-2,3,9
COC(=O)[C@]1(C)N[C@H](CN(C)C(C)=O)[C@@H]2C(=O)N(Cc3ccccc3)C(=O)[C@@H]21,4,-1,0.0,-2,-10,-3,4,13,6
Cc1cccc(Nc2c([N+](=O)[O-])c(=O)n(C)c3ccccc23)c1,12,0,-0.7,17,-23,0,0,-11,14

# Full records as entered above.
# Results for `CCN(CC)S(=O)(=O)c1cc(NC(=O)Cn2cnc3ccccc3c2=O)ccc1C` = NLRP3 yeast inh: 13; UPR XBP1 act: -2; UPR CHOP act: -1.4; tim10-1 inh: 4; TIM10 inh: -8; APJ agonist: -1; NR3A LBD binder: 1; Mdm2 MdmX PPI: -12; tim23-1 inh: 6
# Results for `O=S(=O)(c1cc(C(F)(F)F)ccc1Cl)N1CCN(c2ncnc3ccccc23)CC1` = NLRP3 yeast inh: 12; UPR XBP1 act: -4; UPR CHOP act: 4.7; tim10-1 inh: 29; TIM10 inh: 22; APJ agonist: 5; NR3A LBD binder: -2; Mdm2 MdmX PPI: 36; tim23-1 inh: 37
